BRCA1 expr act = activators of BRCA1 expression. hit rate 1.1% among 380,000. AID 624202. MCF7-BRCA1-FFLuc reporter, luminescence, 48 h; response scale: scaled: vehicle 0%, 10 µM genistein 100%. Potency, µM (titrated, usually from 46.1 µM), inactives show top-dose activation, usual class: activators; active means well fitted activation curve with a large enough effect; inconclusive means small, poorly fitted or top-dose-only effect; inactive means no such curve, though single readings can be large or run the other way; further: nearly all actives have a fitted effect of over 80% in size; some results filed as inactive show a strong effect at the top dose
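Activators of BRCA1 expression were detected as increased firefly luciferase luminescence in engineered MCF7 cells after 48 h compound incubation. Signals were scaled to genistein 10 microM as full activation.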
* marks the source's active call; other numbers are inactive results; ? = inconclusive. Potency means the concentration at half of the fitted maximal effect.

entry | compound | BRCA1 expr act
1 | C[C@H](O)[C@@H]1CN2CCc3c([nH]c4ccccc34)[C@@H]2C[C@@H]1N(C)C(=O)Nc1cc(Cl)cc(Cl)c1 | -30%
2 | Nc1[nH]c(=S)nc2nnsc12 | 7%
3 | CCOC(=O)C1(C)CCCN(C(=O)Cc2ccc3ccccc3c2)C1 (stereo not drawn) | -31%
4 | Cc1cccc(C)c1-n1nnnc1C1(C)CCC(=O)N1c1ccc(N2CCOCC2)cc1 (stereo not drawn) | -7%
5 | Cc1c(-c2ccccc2)n(O)[n+]([O-])c1-c1ccccc1 | 1%
6 | COc1ccccc1CNc1nc(NCc2ccc3occc3c2)c2sccc2n1 | -56%
7 | COCCNc1nc(Nc2ccc(C)cc2C)c2sc(-c3ccccc3)cc2n1 | -13%
8 | COc1cc(Cl)ccc1OC1(C)CCN(Cc2ccccc2OC(F)F)C1 (stereo not drawn) | -17%
9 | O=C(Nc1ccc(N2CCCC2)c(Cl)c1)c1ccccc1F | 3.2µM*
10 | CCOC(=O)C1(C)CCN1C(=O)c1ccccc1C(F)(F)F (stereo not drawn) | -6%
11 | C[C@H]1CN([C@@H](C)CO)S(=O)(=O)c2ccc(-c3ccccc3)cc2O[C@H]1CN(C)C(=O)C1CCC1 | -13%
12 | COc1ccc(C2=Nc3ccccc3NC(=O)C2N(CCCn2ccnc2)C(=O)c2cccc(S(C)(=O)=O)c2)cc1 (stereo not drawn) | 5%
13 | O=C(NC1CC1)c1cccc(NC(=O)C2CCN(S(=O)(=O)c3ccccc3C(F)(F)F)CC2)c1 | -10%
14 | Cc1ccc(CNc2ncnc3nc[nH]c23)cc1 | 1%
15 | CSc1ccc(CNC(=O)C2(C)CCCN2CC(C)C)cc1 (stereo not drawn) | -1%
16 | Cc1ccccc1-c1cnc(C(O)c2ccc(Cl)cc2C)[nH]1 (stereo not drawn) | 5%
17 | CCOC(=O)C1=C[C@@H](C(C)(C)C)N(S(=O)(=O)c2ccc(C)cc2)[C@H]1c1ccc(F)cc1 | -34%
18 | O=c1[nH]c2cc(Cl)cc([N+](=O)[O-])c2c2ccc(Cl)cc12 | -41%
19 | C[C@H]1CN([C@@H](C)CO)C(=O)CCCn2nncc2CO[C@H]1CN(C)S(=O)(=O)c1ccccc1F | -7%
20 | CC1(C(=O)Nc2ccc3c(c2)OCO3)CCN1C(=O)C1(c2ccc(Cl)cc2)CC1 (stereo not drawn) | -15%
21 | CC(C)[C@@H]1Cc2[nH]c(=S)[nH]c(=O)c2[C@H](C)O1 | 0%
22 | O=C(Cc1ccc(OCc2ccccn2)cc1)NO | 12%
23 | C[C@H](CO)N1C[C@H](C)[C@@H](CN(C)C(=O)c2ccc3ccn(C)c3c2)OCc2cn(nn2)CCCC1=O | 6%
24 | CCC(c1nnnn1-c1ccc2c(c1)OCCO2)N1CCN(c2ccc(C(F)(F)F)cn2)CC1 (stereo not drawn) | -28%
25 | CC1(C(=O)NS(=O)(=O)c2cccc(C#N)c2)CCN1C(=O)C1CCCCC1 (stereo not drawn) | -2%
26 | COc1cc(S(=O)(=O)N2CCN(C(=O)c3cccs3)CC2)ccc1NC(C)=O | 0%
27 | CC(=O)Nc1cccc(-c2ccnc3c2CC(C)(C(=O)NCc2ccccc2)O3)c1 (stereo not drawn) | -50%
28 | CCCCn1nnnc1C(c1cc2ccccc2o1)N1CCN(C/C=C/c2ccccc2)CC1 (stereo not drawn) | -39%
29 | CC1=C(C(=O)OC(C)C)C(c2ccc(Cl)cc2)n2c(sc(=Cc3ccc(OCC(=O)O)cc3)c2=O)=N1 (stereo not drawn) | 16%
30 | CCCCCCCCN1C(=O)[C@H](CC(=O)N2CCSCC2)C[C@@]2(C(=O)OCC)CCCC=C12 | -28%
31 | N#CC1=C2CCCCC2(O)NC1=O (stereo not drawn) | 14%
32 | Cc1ccc(-c2ccc(CN3C(C(C)C)C(=O)N(Cc4cn(CC5CCCCC5)nn4)CCS3(=O)=O)cc2)cc1 (stereo not drawn) | -64%
33 | CN(C)CCN1CCN(C2CN(Cc3cn(Cc4cccc(Cl)c4)nn3)S(=O)(=O)C2)CC1 (stereo not drawn) | 7%
34 | CC(C)COC(=O)N(C)C[C@@H]1OCc2cnnn2CCCC(=O)N([C@H](C)CO)C[C@@H]1C | 0%
35 | CCCCCCNC(=O)O[C@H]1C[C@H](C(=O)OC)[C@H](C(=O)OC)C2CN(S(=O)(=O)c3ccc(C)cc3)C[C@@]21O (stereo partly drawn) | -21%
36 | Cc1ccc(SC2=C[C@@]3(O)CC[C@@H](O)[C@@](Sc4ccc(C)cc4)(C2=O)[C@H]3O)cc1 | -10%
37 | Cc1ccc(F)cc1NC(=O)COC(=O)c1ccc(S(C)(=O)=O)c([N+](=O)[O-])c1 | 0%
38 | COc1ccc(C=CC(=O)c2ccc(OCc3ccccc3)c(OC)c2)cc1OC | -53%
39 | Cc1cc(-c2nnn(CCCOC(C)(C)C)c2C)ccc1-c1cn(CCCOC(C)(C)C)nn1 | 2%
40 | CCCCCCSc1ccc(-c2nc3cnccn3c2NC2CCCCC2)cc1 | 1%
41 | CN[C@@H](CO)C(=O)NC[C@H]1O[C@@H](n2cc(C)c(=O)[nH]c2=O)C[C@@H]1O | 8%
42 | O=C(CCCn1c(=S)[nH]c2ccsc2c1=O)Nc1ccc(F)cc1 | -32%
43 | Fc1cccc(Cc2c(-c3ccc(Cl)cc3)nc3ccc(Br)cn23)c1 | 20%
44 | COc1ccc(-c2nc3ccc(C)cn3c2Cc2ccsc2)cc1OC | 0%
45 | CCn1c(SCC(=O)N2CCC(C)CC2)nc2c([nH]c3ccccc32)c1=O | -12%
46 | CCOC1=C2[C@@H](CN(S(=O)(=O)c3ccc(C)cc3)[C@H]2c2ccccc2Cl)[C@H]2C(=O)N(C)C(=O)[C@H]2C1 | -4%
47 | CC1(C(=O)Nc2ccc3c(c2)OCCO3)CCN1Cc1ccc2ccccc2c1 (stereo not drawn) | -19%
48 | COC(=O)c1ccc2nc(C3CCCCC3)c(Cc3ccc(C)cc3)n2c1 | 1%
49 | COc1ccccc1CNc1nc(NCc2cnc(C)cn2)c2sccc2n1 | -30%
50 | O=C(OCc1cn([C@@H]2CN(C(=O)c3cccs3)[C@@H](c3ccc(Cl)cc3)C[C@H]2O)nn1)c1ccccc1 | 6%

(further entries)
entry | compound | BRCA1 expr act
51 | O=C1c2ccccc2NC(c2ccc(OCc3ccccc3)c(OCc3ccccc3)c2)N1Cc1ccco1 (stereo not drawn) | -10%
52 | Cc1ccc2nc(-c3cccs3)c(Nc3ccccc3)n2c1 | 4%
53 | CCOC(=O)C1(C)CCN1C(=O)c1ccc(C)cc1 (stereo not drawn) | 16%
54 | CCc1nc2c(OCCOc3ccc(F)cc3)cccn2c1N(C)C(=O)c1ccco1 | -29%
55 | CC(=O)Nc1ccc(-c2ccnc3c2CC(C)(C(=O)NCc2ccco2)O3)cc1 (stereo not drawn) | -46%
56 | OC(Cc1cccc(C=NN2CCOCC2)n1)(C(F)(F)F)C(F)(F)F | -12%
57 | CC(C)C(=O)Nc1ccc(/C=C2\C=Cc3ccccc32)cc1 | ?
58 | CN1CCN(c2ccc3c(c2)OC[C@H](Cc2ccccc2)NS3(=O)=O)CC1 | 1%
59 | Cc1cc2c(=O)[nH]c(N)nc2[nH]1 | -2%
60 | C=CCOc1cccc(C2C(C(=O)c3ccc(C)o3)=C(O)C(=O)N2CCN2CCOCC2)c1 (stereo not drawn) | 12%
61 | O=c1nc(Oc2ccccc2)nc2ncccn12 | -54%
62 | CCCS(=O)(=O)NC(=O)C1(C)CCN(C(=O)/C=C/c2ccccc2)C1 (stereo not drawn) | 27%
63 | OCCN1CCN(CCCN2c3ccccc3CCc3ccccc32)CC1 | -9%
64 | Clc1cccc(CNc2ncnc3nc[nH]c23)c1 | 6%
65 | CC1C(=O)N(Cc2cn(Cc3ccco3)nn2)CCS(=O)(=O)N1Cc1ccc(-c2cccc(N(C)C)c2)cc1 (stereo not drawn) | -20%
66 | CCCCN1C(=O)C(CC(=O)NC2CC2)CC(C(=O)N2CCOCC2)=C1C (stereo not drawn) | 7%
67 | CCOC(=O)c1csc(CCNC(=O)c2ccccc2)n1 | 0%
68 | CCc1nc2ccc(C(=O)N3CCN(C(=O)c4ccco4)CC3)cn2c1N(C)C(=O)COc1ccccc1 | 18%
69 | Cc1cc(NC(=O)CS(=O)(=O)c2cn(Cc3cccc(Cl)c3)c3ccccc23)no1 | -9%
70 | O=C(Nc1ccc(C(O)c2ccccc2)cc1)[C@@H]1O[C@H](CO)[C@@H](O)[C@H]1O (stereo partly drawn) | 0%
71 | C[C@@H]1O[C@H](C2CC2)Cc2[nH]c(=S)[nH]c(=O)c21 | 5%
72 | FC(F)(F)c1cc(Cl)c2nc(-c3ccc(Cl)cc3)c(Cc3ccccc3)n2c1 | 0%
73 | CCN(CC(=O)Nc1ccc(NC(C)=O)cc1)C(=O)c1ccc(Sc2nncn2C)c([N+](=O)[O-])c1 | 5%
74 | CCCNc1nc(Nc2ccc([N+](=O)[O-])cc2)nc(N2CCOCC2)n1 | -16%
75 | CC(NC(=O)C1CCN(Cc2ccccc2)CC1)c1cccc2ccccc12 (stereo not drawn) | 6%

Given as labelled records: entries from further up
32: Cc1ccc(-c2ccc(CN3C(C(C)C)C(=O)N(Cc4cn(CC5CCCCC5)nn4)CCS3(=O)=O)cc2)cc1 (stereo not drawn)
  BRCA1 expr act = -64%

33: CN(C)CCN1CCN(C2CN(Cc3cn(Cc4cccc(Cl)c4)nn3)S(=O)(=O)C2)CC1 (stereo not drawn)
  BRCA1 expr act = 7%

34: CC(C)COC(=O)N(C)C[C@@H]1OCc2cnnn2CCCC(=O)N([C@H](C)CO)C[C@@H]1C
  BRCA1 expr act = 0%

The main list resumes; the two compounds before the break are reprinted first.
entry | compound | BRCA1 expr act
74 | CCCNc1nc(Nc2ccc([N+](=O)[O-])cc2)nc(N2CCOCC2)n1 | -16%
75 | CC(NC(=O)C1CCN(Cc2ccccc2)CC1)c1cccc2ccccc12 (stereo not drawn) | 6%
76 | CCCCN(C)C(=O)c1sc(=O)n(Cc2c(C)cccc2C)c1C | -2%
77 | C[C@H]1CN([C@@H](C)CO)C(=O)CCCn2cc(nn2)CO[C@@H]1CN(C)S(=O)(=O)c1ccc(Oc2ccccc2)nc1 | 2%
78 | Cc1cc2c(=O)cc(-c3ccccc3)oc2c(C(=O)O)c1C | 14%
79 | Oc1ccccc1C1C=C(c2ccc3c(c2)OCO3)NC(c2cccc(F)c2)N1 (stereo not drawn) | -4%
80 | O=C(NCc1ccco1)c1cccc2c1C(=O)c1ccc(N3CCC(N4CCCCC4)CC3)cc1S2(=O)=O | 2%
81 | C=Cc1ccc(Cn2c(C)c(C(=O)NCc3cccc([N+](=O)[O-])c3)sc2=O)cc1 | 0%
82 | COc1ccc(NC(=O)c2cc(C3CCCCN3C(=O)c3ccc(C#N)cc3)on2)c(C)c1 (stereo not drawn) | -3%
83 | CCOc1cc(OCC)cc(C(=O)N2CCC[C@H]2C(=O)N2CCC[C@H]2C(=O)N[C@H](C)c2ccccc2)c1 | -11%
84 | O=C(CC[C@H]1O[C@@H](n2cnc3c(NC(=O)c4ccccc4)ncnc32)[C@H](O)[C@@H]1O)NCC1CCCO1 (stereo partly drawn) | 67%
85 | CC(=O)Nc1ccc(-c2ccnc3c2CC(C(=O)Nc2ccc(Cl)c(C(F)(F)F)c2)O3)cc1 (stereo not drawn) | -62%
86 | COc1ccccc1NC(=O)Nc1nc(C(N)C(C)C)cs1 (stereo not drawn) | -44%
87 | COc1ccc(S(=O)(=O)N2CCCC(c3cc(C(=O)NCc4cccnc4)no3)C2)cc1 (stereo not drawn) | -3%
88 | CCc1nc2ccc(C(=O)N3CCN(C(=O)c4ccco4)CC3)cn2c1N(C)C(=O)C1CCCCC1 | 0%
89 | O=c1[nH]c(=O)n(C2OC(CO)C(O)C2O)c2c1CCCC2 (stereo not drawn) | 5%
90 | O=C(NCCc1ccc(Cl)cc1)c1cccc(S(=O)(=O)N2CCCC2)c1 | -2%
91 | O=C(c1cnc(Cl)c(Cl)c1)N1CCN(S(=O)(=O)c2cccs2)CC1 | 7%
92 | COc1ccc2c(C)cc(=O)sc2c1 | 5%
93 | CN1CCn2cnc(C(=O)Nc3ccc(Cl)cc3)c2C1=O | 4%
94 | CCC(=O)N1CCCC1(C)C(=O)Nc1cccc(Oc2ccccc2)c1 (stereo not drawn) | 1%
95 | COc1ccc(NC(=O)c2cc(-c3cc(Cl)ccc3C)n[nH]2)cn1 | 0%
96 | O=C(Cc1ccccc1Cl)NO | 29%
97 | CCCC(=O)N1CCC1(C)C(=O)Nc1scc(C)c1C#N (stereo not drawn) | -16%
98 | Cc1cc2nc(-c3cccc(Cl)c3)c(Cc3ccsc3)n2c(C)c1Br | -38%
99 | O=C(COC(=O)/C=C/c1ccccc1Cl)NC1CC1 | 10%
100 | O=C(NC(c1ccc(-c2ccccc2)cc1)c1cnccn1)C1CCN(CCCOc2ccccc2)CC1 (stereo not drawn) | -25%
101 | Cc1cccc(OCC(=O)Nc2ccc(O)c(-c3nc4ccccc4o3)c2)c1 | 3%
102 | Clc1ccc(-c2nc3ccc(Cl)cn3c2Cc2ccccc2)cc1 | 1%
103 | COc1ccc(C=C2Cc3ccccc3C2=O)cc1 | 54%
104 | CCCCN1C(=O)C(CC(=O)NCCc2ccccn2)CC(C(=O)N2CCOCC2)=C1C (stereo not drawn) | 2%
105 | N#CC(CC(=O)OCc1ccccc1)NC(=O)OCc1ccccc1 (stereo not drawn) | -1%
106 | Cn1ccnc1CC(C)(O)c1ccccc1 (stereo not drawn) | 3%
107 | CN1CCN(c2ccc3sc(-n4ccc5ccccc54)nc3c2)CC1 | -9%
108 | CC(C)(C(=O)N1CCC1(C)C(=O)NS(=O)(=O)c1cccc(C#N)c1)c1ccccc1 (stereo not drawn) | 7%
109 | COCCNC(=O)C1CCCN(C(=O)c2cc(-c3cccs3)oc2C)CC1 (stereo not drawn) | 0%
110 | O=C(NCc1ccncc1)c1ccc2nc([C@@H]3O[C@H](CO)[C@H](O)[C@H](O)[C@H]3O)[nH]c2c1 | 15%
111 | CC(C)Nc1nc(Nc2ccc(Cl)cc2F)c2sccc2n1 | 0%

Screening data: PubChem BioAssay, National Center for Advancing Translational Sciences (NCATS)

Only part of the results is shown; count on the stated rates, not on these rows.
